Wnt bcat act – Wnt/beta-catenin pathway activation | activation, % at 9.35 µM | Wnt/beta-catenin reporter cell assay, activator, plate reader | 1.2% of 300,000 active; in the data active = activation above about 30%, passing the limit was not always enough;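 also: 0% = neutral control wells and 100% = positive control wells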
RTF Ca sens act – cardiac RTF calcium sensitization | activation, % at 7.2 µM | P19429+P45379 | 0.24% of 340,000 active | IANBD-labeled TnC RTF fluorescence at EC20 calcium; 0% EC20 calcium, 100% full calcium;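 active = activation above the mean over all tested compounds plus 3 SD, cut at about 30% in these data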;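 also: rise in fluorescence read as greater calcium sensitivity of cardiac thin filaments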
HTR5A ag ctr – counter-screen for OPRM1-OPRD1 agonists: human HTR5A agonism. P47898. HTR5A agonist assay, luminescence, cell-based. activation, % at 9.3 µM. 0.61% of 340,000 active. AID 504692; in the data active = activation mostly above about 9.5%, no sharp cut-off; inactive = mostly below about 7.6%;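 also: 0% = cells with vehicle only and 100% = reference agonist; strong numbers were not always called active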
Rtt109 Vps75 – C. albicans Rtt109 histone acetyltransferase inhibition. purified Rtt109/Vps75, ThioGlo CoA-SH fluorescence, 4 h. inhibition, % at 34.9 µM. 0.16% of 330,000 active. AID 540336;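 active = inhibition of at least 50% in every replicate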
Target sequence (Q5AAJ8 whole entry, looked up): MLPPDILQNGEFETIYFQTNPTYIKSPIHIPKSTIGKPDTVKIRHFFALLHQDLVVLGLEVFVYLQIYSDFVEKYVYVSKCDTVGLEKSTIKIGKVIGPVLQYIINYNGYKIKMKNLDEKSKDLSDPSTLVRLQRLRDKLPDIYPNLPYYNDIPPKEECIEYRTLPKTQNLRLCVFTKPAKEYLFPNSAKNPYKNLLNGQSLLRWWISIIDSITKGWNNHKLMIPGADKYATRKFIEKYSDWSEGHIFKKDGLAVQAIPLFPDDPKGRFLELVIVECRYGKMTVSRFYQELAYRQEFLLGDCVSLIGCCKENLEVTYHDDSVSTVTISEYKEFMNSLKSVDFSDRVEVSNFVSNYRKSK
MITF TRPM1 HTS – MITF TRPM1 promoter activation in melanoma cells; SK-MEL-5 TRPM1-promoter luciferase, 24 h; % of positive control, neutral wells = 0; activation, % at 12.5 µM; 0.75% of 300,000 active;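 active = mean activation of at least 80% with every replicate also reaching 80%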;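 also: 0% = neutral control wells and 100% = parthenolide positive control wells; values of inactives mirror those of a sister screen read the other way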
CDK5 inh – CDK5/p35 (human) kinase inhibition; inhibition, % at 10 µM; 0.01% of 330,000 active; Recombinant CDK5/p35, ADP-Glo luminescence, 60 min;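 active = highest replicate inhibition of at least 50% and at least 75% of replicates reaching 50%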;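 also: plate controls were DMSO neutral control for no effect and GW8510 at 10 µM for full effect; many of its hits are not listed in these tables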
SR-BI HDL uptake – blocks mouse SR-BI lipid uptake from DiI-HDL. Q61009. ldlA[mSR-BI] CHO cells, DiI-HDL uptake fluorescence, 3 h. inhibition, % at 12.5 µM. 0.96% of 320,000 active. AID 488896;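 active = mean replicate inhibition of at least 70% and a set share of replicates each scoring 70 or more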;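 also: 0% = median of neutral control wells and 100% = median of positive control wells; values of inactives mirror those of a sister screen read the other way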
PvdQ inh – blocks Pseudomonas aeruginosa PvdQ acylase activity; purified PvdQ acylase, fluorescence plate reader; inhibition, % at 10 µM; 0.063% of 340,000 active; in the data active = inhibition above about 30%, passing the limit was not always enough;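 also: 0% = vehicle neutral wells and 100% = reference inhibitor wells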
SR-BI uptake up – SR-BI HDL lipid transfer activation | CHO ldlA[mSR-BI] cells, DiI-HDL uptake fluorescence, 3 h; 100 = double the neutral-control signal | activation, % at 12.5 µM | 0.096% of 320,000 active | AID 504775;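 active = mean replicate activation of at least 60% and every replicate at or above 60%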;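 also: 0% = median plate neutral-control signal and 100% = twice that signal; values of inactives mirror those of a sister screen read the other way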
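Test system: SR-BI-overexpressing, LDLR-lacking CHO cells; Also added: labelled HDL, 10 µg/mL; Measured by: bottom-read cell fluorescence after medium removal, ex 550/em 595 nm; Timing: 3 h uptake period with compound, 37 °C; Buffer or medium: F12, 0.5% BSA, 25 mM HEPES; Doses: single compound concentration, delivered by pin transfer.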
dFosB activator – enhances mouse delta FosB homodimer DNA binding; P13346; purified delta FosB, TAMRA-CDK5 oligo fluorescence polarization; percent of positive-control signal above neutral wells; AID 493131; activation, % at 25 µM; 0.99% of 340,000 active;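 active = mean activation above about 17%, with every replicate also reaching it, limit read from the data, passing the limit was not always enough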;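 also: fluorescence polarization rise as delta FosB binds a TAMRA Cdk5 AP-1 oligo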
Target sequence (P13346 whole entry, looked up): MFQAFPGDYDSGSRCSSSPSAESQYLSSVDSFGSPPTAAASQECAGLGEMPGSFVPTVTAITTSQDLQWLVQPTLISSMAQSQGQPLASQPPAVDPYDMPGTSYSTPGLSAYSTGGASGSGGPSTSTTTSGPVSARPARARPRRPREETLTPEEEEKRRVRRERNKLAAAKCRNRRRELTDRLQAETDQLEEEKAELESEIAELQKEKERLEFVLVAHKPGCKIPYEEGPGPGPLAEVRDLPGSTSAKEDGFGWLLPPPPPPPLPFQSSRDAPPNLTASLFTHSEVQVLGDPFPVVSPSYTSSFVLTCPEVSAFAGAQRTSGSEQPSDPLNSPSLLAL
* = called active by the depositor; . = no result given.

SMILES	Wnt bcat act	RTF Ca sens act	HTR5A ag ctr	Rtt109 Vps75	MITF TRPM1 HTS	CDK5 inh	SR-BI HDL uptake	PvdQ inh	SR-BI uptake up	dFosB activator
Cc1ccc(S(=O)(=O)N(C(=O)c2ccncc2)c2ccc3oc4c(c3c2)CCCC4)cc1[N+](=O)[O-]	-1	-3	1	1	9	1.8	-17	-13	17	-11
O=c1cc(-c2ccccc2)nc(/C=C/c2ccccc2)[nH]1	0	2	7	0	-8	-1.5	.	-17	.	-13
CCCN1CCN(CCCNC(=S)Nc2ccc(OC)cc2)CC1	-3	5	6	5	-2	-2.3	-31	-16	31	9
COc1cc(C2NC(=O)NC(C)=C2C(=O)OCC2CCCCC2)cc(Cl)c1O (stereo unspecified)	0	5	6	20	-4	2.6	8	12	-8	-5
Cc1cccn2c(=O)c(C(=O)NC3CCCCC3)c(O)nc12	1	3	-3	-12	5	-0.6	-22	-1	22	-15
O=C(COC(=O)CCc1ccccc1)NC1CCS(=O)(=O)C1 (stereo unspecified)	0	-4	0	-1	8	1.7	-24	-2	24	-4
O=C(NCC(c1ccco1)N1CCN(c2ccccc2F)CC1)OCc1ccccc1 (stereo unspecified)	0	-3	-2	-8	-5	-1.9	-4	7	4	1
O=C(COC(=O)c1ccc(OC(F)F)cc1)NCCC1=CCCCC1	0	-7	-4	-4	0	-0.2	-16	0	16	-1
CC(C)Oc1ccc(C(=O)Nc2ccccc2N2CCOCC2)cc1	-8	2	1	11	-9	-1.2	23	10	-23	-8
N#Cc1ncc(C(F)(F)F)cc1Oc1cccnc1	-2	5	6	0	-1	0.3	5	25	-5	4
O=C(c1ccc(Cl)c(NC2=NC3CS(=O)(=O)CC3S2)c1)N1CCN(c2ccc(F)cc2)CC1 (stereo unspecified)	-3	6	0	15	-6	-0.2	-23	11	23	0
C#CCNC(=O)/C=C/c1ccc(C)cc1	27	2	0	3	91*	-0.1	-7	2	7	-4
COCCn1cc(C(=S)N2CCCCC2)c2ccccc21	-1	5	-6	4	-7	1.3	-2	-12	2	-8
N/C(=N\OC(=O)c1ccoc1)c1ccc(Br)cc1	42*	-4	-3	1	93*	-1.9	-6	10	.	2
CCCCn1c(N)c(N(CC(C)C)C(=O)C2CCN(C(=O)c3ccc(Cl)cc3)CC2)c(=O)[nH]c1=O	1	3	-5	1	8	-3.9	-12	-10	12	-9
Cc1nc(=O)c(-c2ccccc2)c(C)n1-c1ccccc1C(=O)O	-2	-4	-1	-2	.	0.1	-6	1	6	3
O=C(CSc1nc2[nH]c(=O)[nH]c(=O)c2s1)Nc1cccc(F)c1	-1	-8	3	1	8	0.0	-11	-9	11	-2
CC(C)c1ccc2c(c1)C1(NN=C(c3ccccc3)S1)C(=O)N2 (stereo unspecified)	12	-3	1	-8	-43	3.6	106*	0	-106	-9
COc1cc(C(=O)NC(=S)N(CCC#N)Cc2cccnc2)cc(OC)c1OC	1	-3	-2	-49	-1	-4.7	-5	-12	5	3
CCN(CC(=O)NCCc1ccccc1)S(=O)(=O)c1ccccc1	-1	2	-5	-4	1	0.6	-13	-7	13	-1

Ordered by heavy-atom count (low to high): some entries from above
SMILES	Wnt bcat act	RTF Ca sens act	HTR5A ag ctr	Rtt109 Vps75	MITF TRPM1 HTS	CDK5 inh	SR-BI HDL uptake	PvdQ inh	SR-BI uptake up	dFosB activator
C#CCNC(=O)/C=C/c1ccc(C)cc1	27	2	0	3	91*	-0.1	-7	2	7	-4
N/C(=N\OC(=O)c1ccoc1)c1ccc(Br)cc1	42*	-4	-3	1	93*	-1.9	-6	10	.	2
N#Cc1ncc(C(F)(F)F)cc1Oc1cccnc1	-2	5	6	0	-1	0.3	5	25	-5	4
O=c1cc(-c2ccccc2)nc(/C=C/c2ccccc2)[nH]1	0	2	7	0	-8	-1.5	.	-17	.	-13
Cc1cccn2c(=O)c(C(=O)NC3CCCCC3)c(O)nc12	1	3	-3	-12	5	-0.6	-22	-1	22	-15
O=C(CSc1nc2[nH]c(=O)[nH]c(=O)c2s1)Nc1cccc(F)c1	-1	-8	3	1	8	0.0	-11	-9	11	-2
CCCN1CCN(CCCNC(=S)Nc2ccc(OC)cc2)CC1	-3	5	6	5	-2	-2.3	-31	-16	31	9
CC(C)Oc1ccc(C(=O)Nc2ccccc2N2CCOCC2)cc1	-8	2	1	11	-9	-1.2	23	10	-23	-8
COc1cc(C2NC(=O)NC(C)=C2C(=O)OCC2CCCCC2)cc(Cl)c1O (stereo unspecified)	0	5	6	20	-4	2.6	8	12	-8	-5
COc1cc(C(=O)NC(=S)N(CCC#N)Cc2cccnc2)cc(OC)c1OC	1	-3	-2	-49	-1	-4.7	-5	-12	5	3
O=C(NCC(c1ccco1)N1CCN(c2ccccc2F)CC1)OCc1ccccc1 (stereo unspecified)	0	-3	-2	-8	-5	-1.9	-4	7	4	1
O=C(c1ccc(Cl)c(NC2=NC3CS(=O)(=O)CC3S2)c1)N1CCN(c2ccc(F)cc2)CC1 (stereo unspecified)	-3	6	0	15	-6	-0.2	-23	11	23	0
CCCCn1c(N)c(N(CC(C)C)C(=O)C2CCN(C(=O)c3ccc(Cl)cc3)CC2)c(=O)[nH]c1=O	1	3	-5	1	8	-3.9	-12	-10	12	-9

Remaining list, next part
SMILES	Wnt bcat act	RTF Ca sens act	HTR5A ag ctr	Rtt109 Vps75	MITF TRPM1 HTS	CDK5 inh	SR-BI HDL uptake	PvdQ inh	SR-BI uptake up	dFosB activator
Cc1[nH]c(-c2ccc(F)cc2)cc1C(=O)N1CCN(c2ccccc2)CC1	-2	-2	2	1	0	-0.2	27	-2	-27	-12
COCC(C)n1c(C)cc(C(=O)COC(=O)CCc2nc3ccccc3c(=O)[nH]2)c1C (stereo unspecified)	-1	10	7	18	1	3.0	19	9	-19	0
Cc1c(NS(=O)(=O)c2cc(C(=O)N(C)Cc3ccccc3)ccc2Cl)c(=O)n(-c2ccccc2)n1C	-2	2	1	0	6	0.3	8	2	-8	-4
CC(=O)c1ccc(CCCCc2ccc(C(C)=O)cc2)cc1	0	0	-3	-6	2	0.9	11	-17	-11	0
C/C(CC(=O)NCc1ccc(Cl)cc1)=N\NC(=O)COc1ccc(C)cc1Br	-2	-3	7	4	-36	1.4	-5	8	5	-7
CC(C)N(C(=O)NC(=O)NCC1CCCO1)S(C)(=O)=O (stereo unspecified)	.	-2	6	10	13	-0.3	-15	-8	15	2
Cc1ccc(C(C)C)c(OCCn2c(=O)oc3ccccc32)c1	.	4	-1	-2	5	-0.8	-9	-7	9	-6
CCS(=O)(=O)N1CCC(C(=O)NCc2ccccn2)CC1	.	0	-1	3	-1	4.0	2	-10	-2	2
CCCCCN(C(=O)CCC(=O)OCCOc1cccc(Cl)c1)c1c(N)n(CCCC)c(=O)[nH]c1=O	1	-3	6	-6	-8	-0.3	35	-10	-35	-15
CCS(=O)(=O)Nc1cc(C(=O)OC)ccc1C(=O)OC	-5	-1	1	-2	-9	2.3	16	-18	-16	-10
COc1ccc(CCNC(=O)COC(=O)c2ccc(C)s2)cc1OC	0	-1	1	7	15	-2.4	-7	-8	7	-7
O=C1CCCN1CCC12CC3CC(CC(C3)C1)C2	-1	-5	2	3	.	-1.3	-4	3	4	-3
COc1ccc(C(=O)NCC(c2ccco2)N2CCc3ccccc32)c(OC)c1 (stereo unspecified)	-5	-16	1	2	-19	1.5	9	-16	-9	-4
COc1ccc(S(=O)(=O)Nc2cc(C)c(O)c(S(=O)(=O)c3ccccc3)c2)cc1	.	-3	0	-5	.	-2.2	.	-5	.	1
CC(=O)Nc1ccc(C(=O)Nc2cccc(-c3cnc4ccccc4n3)c2)cc1	-2	-1	-2	-6	-1	0.9	-40	-13	40	24*
CCCOc1ccc(CC(=O)NCc2ccco2)cc1OC	-1	3	-2	3	7	-1.2	.	-7	.	-15
CS(=O)(=O)Nc1nnc(Cc2ccccc2)s1	.	-2	-4	7	3	-0.3	-4	-14	4	8
CCCCc1cc(C)c(S(=O)(=O)c2ccccc2C)c(=O)[nH]1	1	3	-2	0	6	1.7	-7	-16	7	3
CN(C)C1C(=O)c2ccccc2C1=O	-3	9	5	-5	-4	0.6	-19	-10	19	10
COC(=O)CCCCCNc1ccc(C(=O)OC)cc1N	.	2	-2	2	-6	1.1	5	-14	-5	-8
Cc1cc(C)c2c(=O)[nH]c(SCC(=O)Nc3cccc(S(=O)(=O)N(C)C)c3)nc2n1	2	0	-8	1	2	0.3	-14	-11	14	-16
C=CCn1c(SCc2csc(C)n2)nc2sc3c(c2c1=O)CCCCC3	.	-1	-3	-11	-3	-4.3	20	-11	-20	-1
CCOc1ccc(-c2nnc(SCC(=O)N3CCN(c4ccccc4)CC3)o2)cc1	-3	-13	-4	-3	-3	0.8	-2	-14	2	7
Cc1c(=O)n(OCc2ccccc2)c2ccccc2[n+]1[O-]	.	-1	2	-7	-20	-0.6	5	4	-5	-2
Cc1nn(-c2ccccc2)c(C)c1C(=O)OCC(=O)N(C)c1c(N)n(Cc2ccccc2)c(=O)[nH]c1=O	3	-4	0	-4	0	0.0	6	0	-6	-12
COc1cc(/C=C/C(=O)OCC(=O)NCc2cccs2)ccc1OCC#N	-5	0	6	-18	-4	-0.2	-22	-15	22	8
O=C(CC1SC(N2CCOCC2)=NC1=O)Nc1ccc(Cl)c(C(F)(F)F)c1 (stereo unspecified)	-1	-5	-3	-2	13	-0.6	7	-5	-7	-8
Cn1c(CCNC(=O)c2ccco2)nc2cc([N+](=O)[O-])ccc21	-3	4	-4	2	-4	0.0	7	-8	-7	-2
COc1ccc(/C=C/C2=CC(C)(C)NC(=S)N2)cc1	-2	-5	-1	6	-2	-1.5	23	-6	-23	-1
COC(=O)c1ccc(NC(=S)NCCc2cccc(C)c2)cc1	.	0	1	6	.	1.2	-3	-9	3	-2
Cc1cc(Br)cc2c(C(=O)NCC3CCCO3)cc(-c3cccs3)nc12 (stereo unspecified)	9	-1	-2	-12	59	0.9	15	-1	-15	-8
COc1ccc(C2=C/C(=C\c3ccccc3OC(C)=O)C(=O)O2)cc1	7	1	-4	-2	13	-0.1	35	-12	-35	-14
Cc1cc(C)nc(SCc2cc(=O)c(OC(=O)c3ccc(Cl)c([N+](=O)[O-])c3)co2)n1	.	0	2	-3	-15	.	4	-2	-4	-10

No enrichment for hits, and some 4.4% of all compounds hit somewhere here.
